From PubChem BioAssay
CXCR6 inh: CXCR6 receptor inhibitors, primary screen, cell-based, beta-arrestin, luminescence, CHO-K1 PathHunter, 1536-well; inhibition, % at 20 µM; 360,000 tested, 0.36% active; in the data active = inhibition above about 34%, passing the limit was not always enough;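 note: antagonist mode with CXCL16 agonist at 10 nM final; 0% = 10 nM CXCL16 with DMSO and 100% = unstimulated wells without agonist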
Target sequence (O00574 whole entry, looked up): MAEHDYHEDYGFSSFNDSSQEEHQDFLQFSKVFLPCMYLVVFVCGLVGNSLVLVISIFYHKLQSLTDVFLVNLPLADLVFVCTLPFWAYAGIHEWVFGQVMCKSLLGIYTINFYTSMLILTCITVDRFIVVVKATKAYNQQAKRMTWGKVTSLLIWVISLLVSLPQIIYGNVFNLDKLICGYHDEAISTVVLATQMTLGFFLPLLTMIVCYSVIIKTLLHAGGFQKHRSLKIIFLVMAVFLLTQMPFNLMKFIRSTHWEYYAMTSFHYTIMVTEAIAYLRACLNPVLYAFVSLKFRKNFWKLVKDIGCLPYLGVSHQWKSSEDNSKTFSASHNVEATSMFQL
Gli-Sufu antag: Gli-Sufu pathway antagonists, primary screen, luciferase luminescence, Sufu-KO-LIGHT cells, uHTS. AID 588413, 2011. Sufu-KO-LIGHT fibroblasts, Gli luciferase reporter luminescence. inhibition, % at 5 µM. 340,000 tested, 0.74% active;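 active = inhibition above about 55%, limit read from the data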;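 note: 0% = DMSO-treated cells and 100% = wells with medium but no cells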
A3G deaminase: APOBEC3G DNA deaminase inhibitors, primary screen, biochemical, fluorescence, single-stranded DNA substrate, uHTS. recombinant A3G, ssDNA deamination FAM/TAMRA fluorescence. inhibition, % at 20 µM. 330,000 tested, 0.28% active;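 active = inhibition of at least 40% at 20 µM, with no more than 30% in the related APOBEC3A deaminase screen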;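 note: plate controls were DMSO wells with A3G for no effect and wells lacking A3G enzyme for full effect; some compounds called inactive have numbers as strong as hits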
CCR6 antagonist: CCR6 receptor antagonists, primary screen, cell-based, CHO-K1, luminescence, beta-arrestin, uHTS | C-C chemokine receptor type 6 (Homo sapiens), P51684 | CHO-K1 CCR6 PathHunter beta-arrestin, CCL20-stimulated | inhibition, % at 20 µM | 340,000 tested, 0.49% active | AID 493098, 2011;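 active = compounds whose inhibition of the agonist-driven luminescence signal at 20 µM reaches about 50%, limit read from the data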;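 note: cells stimulated with CCL20 at 14 nM final; plate controls were DMSO with CCL20 for no effect and DMSO without agonist for full effect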
Target sequence (P51684 whole entry, looked up): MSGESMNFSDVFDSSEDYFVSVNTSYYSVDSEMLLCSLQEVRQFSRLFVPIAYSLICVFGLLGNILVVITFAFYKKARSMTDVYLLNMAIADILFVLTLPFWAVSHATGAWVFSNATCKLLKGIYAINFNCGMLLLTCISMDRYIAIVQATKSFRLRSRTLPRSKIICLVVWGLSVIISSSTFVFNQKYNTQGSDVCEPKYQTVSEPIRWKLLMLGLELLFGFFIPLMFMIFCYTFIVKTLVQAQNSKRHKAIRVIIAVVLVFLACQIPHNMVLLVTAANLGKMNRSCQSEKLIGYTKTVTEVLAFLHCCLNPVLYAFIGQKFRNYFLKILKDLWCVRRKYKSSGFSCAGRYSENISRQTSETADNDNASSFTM
A3A deaminase: APOBEC3A ssDNA deaminase inhibitors, primary screen, selectivity assay for APOBEC3G inhibitor project, biochemical, FAM/TAMRA oligo cleavage fluorescence; DNA dC->dU-editing enzyme APOBEC-3A (Homo sapiens), P31941; recombinant A3A, FAM/TAMRA ssDNA deamination fluorescence; inhibition, % at 20 µM; 330,000 tested, 0.41% active;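 active = at least 40% inhibition at 20 µM here, with at most 30% in a related deaminase screen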;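 note: plate controls were A3A with DMSO for no effect and wells lacking A3A enzyme for full effect; some results filed as inactive read as strong as hits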
Target sequence (P31941 whole entry, looked up): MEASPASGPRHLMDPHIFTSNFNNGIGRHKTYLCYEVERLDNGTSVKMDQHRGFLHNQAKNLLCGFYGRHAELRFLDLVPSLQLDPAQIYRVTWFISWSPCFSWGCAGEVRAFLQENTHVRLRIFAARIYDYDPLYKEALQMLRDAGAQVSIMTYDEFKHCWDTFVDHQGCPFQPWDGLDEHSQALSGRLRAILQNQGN
MPTP inh: mitochondrial permeability transition pore inhibitors, primary screen, biochemical, isolated mouse mitochondria, absorbance; Ca2+ swelling absorbance, 30 min; inhibition, % at 10 µM; 360,000 tested, 1.4% active;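 active = inhibition of 50% or more, scaled per plate between neutral and stimulator controls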;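 note: 0% = DMSO wells given calcium and 100% = 1 mM EGTA wells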
GRIN3A LBD mod: binders of NR3A ligand-binding domain, primary screen, biophysical, differential scanning fluorimetry, uHTS. NR3A LBD differential scanning fluorimetry, Tm shift; 0% = protein alone, 100% = glycine-bound protein. Tm shift relative to glycine control, % at 25 µM. 340,000 tested, 2.5% active;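 active = melting temperature shift of at least 10% of the positive control shift, at one fixed dose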
EBI2 antag: EBI2 receptor antagonists, beta-arrestin recruitment, primary screen, cell-based, luminescence, 7a,25-OHC stimulation, uHTS; inhibition, % at 5 µM; AID 651636, 2012; G-protein coupled receptor 183 (Homo sapiens), P32249; 360,000 tested, 0.81% active; 7a,25-OHC stimulated; in the data active = inhibition above about 38%;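 note: enzyme fragment complementation signal reports receptor beta-arrestin coupling in cells; 0% = agonist plus DMSO wells and 100% = wells without agonist; some results beyond the cut were filed as inactive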
* marks the source's active call; other numbers are inactive results; / = no result given.

#1 COc1cccc(CN2CCNC(=O)C2CC(=O)NCCCC2CCCC2)c1OC (stereo not given)
#2 Cc1ccc(CNC(=O)C2CCN(S(=O)(=O)c3cnc[nH]3)CC2)cc1
#3 Cc1ccc(Cl)c(OCC(=O)Nc2sc(C)c(C)c2C#N)c1
#4 OC(CNCC1COc2ccccc2O1)COc1ccccc1F (stereo not given)
#5 O=C(NCc1cn2ccsc2n1)Nc1cccc(Cl)c1
#6 c1ccc2[nH]c(CSc3ncnc4c3oc3ccccc34)nc2c1
#7 CCOc1ccc(CC(=O)Nc2sc(Cc3ccccc3)c(C)c2C(N)=O)cc1OCC
#8 CCN(CC(=O)N1CCCC1)S(=O)(=O)c1ccc(Br)cc1
Compound | 1 | 2 | 3 | 4 | 5 | 6 | 7 | 8
CXCR6 inh | 0 | -11 | 0 | -15 | 0 | 4 | 4 | -17
Gli-Sufu antag | 6 | 6 | -42 | -6 | 7 | 16 | 3 | -13
A3G deaminase | -6 | 4 | -5 | -7 | -4 | 1 | -8 | 3
CCR6 antagonist | -1 | -5 | 2 | 8 | -7 | 3 | 14 | 0
A3A deaminase | 2 | 1 | 0 | 1 | 3 | 3 | -1 | -6
MPTP inh | 1.3 | -0.5 | 0.1 | 0.7 | -1.5 | 31 | 4.9 | -0.4
GRIN3A LBD mod | -2 | -3 | -12 | 1 | 0 | -8 | -5 | 0
EBI2 antag | 4 | -3 | 1 | -8 | -1 | -15 | 8 | -1

#9 COc1ccc(CCNC(=O)Cn2cccc2C(=O)c2ccccc2C)cc1OC
#10 Cc1cc(C)c(NC(=S)N(CCN(C)C)C(C)c2cccnc2)c(C)c1 (stereo not given)
#11 CC(C)c1nc2ccc(NC(=O)C34CC5CC(CC(C5)C3)C4)cc2[nH]1
#12 CCC(C)[C@H](NC(=O)NCc1cccc(OC)c1)C(=O)O (stereo not given in full)
#13 O=C1c2cccc3c(O)ccc(c23)C(=O)N1Cc1ccccc1
#14 Cc1nc(SCC(=O)N2CCOCC2)c2ccsc2n1
#15 COc1cccc(/C=C/C(=O)OCC(=O)N(C)CC(=O)Nc2ccccc2Cl)c1OC
#16 O=C(Nc1ccc(O)c(-c2nc3ccccc3o2)c1)C1(c2ccccc2)CCCC1
Compound | 9 | 10 | 11 | 12 | 13 | 14 | 15 | 16
CXCR6 inh | -1 | 2 | -4 | 0 | -27 | -6 | 3 | -5
Gli-Sufu antag | 0 | 12 | -6 | -1 | 2 | -5 | 9 | 3
A3G deaminase | -3 | -1 | -4 | -4 | -196 | -9 | -2 | -8
CCR6 antagonist | 7 | 0 | -2 | -3 | -5 | -3 | 2 | 9
A3A deaminase | 4 | 0 | 1 | -2 | -126 | -2 | 1 | -4
MPTP inh | -0.9 | -1.2 | -1.3 | -1.1 | 14 | -3.7 | -2.1 | 2.6
GRIN3A LBD mod | 1 | 2 | -2 | 3 | -6 | 5 | 1 | -1
EBI2 antag | 1 | 1 | -6 | 0 | -2 | 2 | -2 | 14

#17 O=C(CSc1nccn1Cc1ccco1)Nc1ccc(F)cc1
#18 OCCNc1nc2nonc2nc1NCCO
#19 CCOC(=O)C(=O)Nc1ccc(OC)c(Cl)c1
#20 CC(C)(C)c1ccc(S(=O)(=O)N2CCN(C(=O)c3ccc4c(c3)C(=O)N(Cc3ccncc3)C4=O)CC2)cc1
#21 Nn1c(SCC(=O)NCCN2C(=O)CSC2=O)nnc1-c1ccc(OC(F)F)cc1
#22 Cn1cccc1Cc1nnc(SCC(=O)NCC2CCCO2)n1-c1ccc(F)cc1 (stereo not given)
#23 COc1ccc(CN2CCN(c3ccccn3)CC2)cc1OCc1ccccc1
#24 COc1ccc(NC(=O)Cn2ccc(C(F)(F)F)n2)cc1S(=O)(=O)N1CCOCC1
Compound | 17 | 18 | 19 | 20 | 21 | 22 | 23 | 24
CXCR6 inh | -4 | -5 | -5 | 2 | 6 | 2 | -7 | 7
Gli-Sufu antag | -8 | -2 | -18 | -3 | -12 | -14 | 10 | 1
A3G deaminase | 0 | -8 | -4 | -4 | 1 | -6 | -6 | -7
CCR6 antagonist | 4 | 7 | -2 | 2 | 5 | -2 | -2 | 2
A3A deaminase | 0 | -1 | -1 | 3 | 0 | -4 | -2 | -2
MPTP inh | 0.9 | 1.0 | -2.1 | 33 | -1.2 | -1.2 | 4.7 | -0.4
GRIN3A LBD mod | 1 | -3 | -2 | 2 | -2 | 1 | 0 | 0
EBI2 antag | 5 | -2 | -6 | -10 | 3 | -8 | 1 | 14

#25 Cc1cc2oc(C(=O)N(Cc3ccccc3)C3CCS(=O)(=O)C3)c(C)c2cc1C (stereo not given)
#26 COC(=O)[C@@H]1[C@@H](C)OC(=O)N[C@H]1c1ccccc1
#27 Cc1ccc(S(=O)(=O)n2cc(-c3ccccc3)c3ccccc32)cc1
#28 O=C(Nc1ccc(F)cc1)c1csc(Cc2ccccc2)n1
#29 CCOc1[nH]n(-c2ccccc2)c(=O)c1C=Nc1ccc(C)cc1
#30 Cc1cc(C(=O)COC(=O)c2cccnc2Cl)c(C)n1-c1c(C)n(C)n(-c2ccccc2)c1=O
#31 CCOC(=O)C1CCN(C(=O)COC(=O)CNS(=O)(=O)c2ccc(SC)c([N+](=O)[O-])c2)CC1
#32 CCOC(=O)c1c(NC(=O)CSc2n[nH]c(-c3ccco3)n2)sc(C)c1C
Compound | 25 | 26 | 27 | 28 | 29 | 30 | 31 | 32
CXCR6 inh | 3 | 2 | -11 | -1 | 10 | -11 | -4 | 2
Gli-Sufu antag | 10 | 2 | 19 | -14 | -1 | -7 | -8 | 3
A3G deaminase | -5 | -9 | -2 | -15 | -8 | -8 | / | -6
CCR6 antagonist | 17 | 4 | 12 | 4 | 8 | -2 | -4 | -6
A3A deaminase | 2 | -1 | 1 | -3 | -3 | -5 | / | 0
MPTP inh | -0.4 | -1.4 | 2.5 | 2.3 | -0.2 | 1.0 | -1.3 | 14
GRIN3A LBD mod | 6 | 3 | -1 | -4 | 3 | -2 | 0 | -10
EBI2 antag | 19 | -7 | -10 | -4 | 0 | -4 | 1 | 5

#33 CNC(=O)Cn1ncc2c3ccccc3n(C)c2c1=O
#34 CCOC(=O)N1CCN(c2ccc(S(=O)(=O)N3CCC(C)CC3)cc2[N+](=O)[O-])CC1
#35 CCOc1ccc(N2C(=O)S/C(=C\c3ccc(O)c(OCC)c3)C2=O)cc1
#36 COc1ccc(CNC(=O)COc2cc3c(c4oc(=O)cc(C)c24)CCC(C)(C)O3)cc1OC
#37 Cc1nc2ccccc2c(=O)n1/N=C/c1ccc(C(C)C)cc1
#38 Cc1nc2ccccn2c1C(=O)NCc1ccc2c(c1)OCO2
#39 COc1ccc(N2CCN(C(=O)CN(C)S(=O)(=O)c3ccc4c(c3)c(=O)n(C)c(=O)n4C)CC2)cc1
#40 Cc1ccccc1CN1CCN(S(=O)(=O)c2cccs2)CC1
Compound | 33 | 34 | 35 | 36 | 37 | 38 | 39 | 40
CXCR6 inh | -30 | -1 | 20 | -3 | -8 | -7 | -2 | 7
Gli-Sufu antag | 1 | 12 | 6 | 2 | -5 | 5 | 9 | -1
A3G deaminase | -6 | -4 | -3 | -4 | -6 | 0 | -12 | -5
CCR6 antagonist | 5 | 1 | 37 | 9 | -8 | 7 | 4 | 12
A3A deaminase | 0 | 0 | -2 | -1 | -3 | 0 | 7 | -4
MPTP inh | -0.5 | -0.2 | 3.8 | -0.1 | -0.1 | 0.9 | 1.0 | 0.3
GRIN3A LBD mod | 1 | 0 | 0 | 0 | -1 | -2 | -1 | 1
EBI2 antag | -10 | -1 | 13 | -2 | -1 | -3 | -4 | -6

#41 COc1ccccc1-n1c(-c2ccccc2)n[nH]c1=S
#42 Cc1ccc(CNC(=O)CCNS(=O)(=O)c2cccs2)cc1
#43 COc1ccc(C(CNC(=O)c2ccc(Cl)s2)N2CCOCC2)cc1 (stereo not given)
#44 COc1ccc(C2=C(Nc3ccccc3)c3ccccc3C2=O)cc1
#45 Cc1cc(Cl)c(OCCCNCc2ccccc2)c(Br)c1
#46 Cc1nnc(NC(=O)c2nn(CC(C)C)c(=O)c3ccccc23)s1
#47 Cn1c(Cn2c(=O)sc3ccccc32)nnc1SCC(=O)NC1CCCCC1
#48 CCCCCN1CC(O)=C(c2nc(-c3ccc(Cl)cc3)cs2)C1=N
Compound | 41 | 42 | 43 | 44 | 45 | 46 | 47 | 48
CXCR6 inh | 1 | -1 | 8 | 14 | -3 | 4 | -5 | -3
Gli-Sufu antag | 2 | 2 | 10 | -5 | 11 | 7 | -2 | -20
A3G deaminase | 68* | -2 | -7 | -4 | -4 | -10 | -6 | 1
CCR6 antagonist | -9 | 7 | 9 | 19 | 1 | 10 | 11 | 16
A3A deaminase | 3 | -5 | -3 | -3 | -2 | 3 | 3 | 1
MPTP inh | 4.7 | 2.5 | -0.7 | 8.1 | 5.6 | 2.7 | -1.4 | 1.2
GRIN3A LBD mod | -1 | 1 | 2 | -2 | 2 | 0 | -2 | -3
EBI2 antag | 1 | -9 | 1 | 5 | 25 | -7 | -6 | -4

#49 CN(CCOc1ccccc1)c1ccc(S(=O)(=O)N2CCCCC2)cn1
#50 O=C(CC(=O)N/N=C/c1cccs1)NCc1ccccc1
#51 COc1cccc(NC(=O)CN(C)C(=O)/C=C/c2cn(-c3ccccc3)nc2-c2cccs2)c1
#52 CN1C(=O)C(O)(CC(=O)c2ccccc2O)c2cc(Br)ccc21 (stereo not given)
#53 C=C(C)Cn1c(N2CCN(c3ccc(OC)cc3)CC2)nc2c1c(=O)n(C)c(=O)n2C
#54 CC(OC(=O)c1ccc(NS(=O)(=O)c2ccc3[nH]c(=O)[nH]c3c2)cc1)C(N)=O (stereo not given)
#55 O=C(N/N=C/c1ccc(O)cc1)Nc1cccc2nsnc12
#56 O=C(NCc1ccccc1)c1ccc(S(=O)(=O)N2CCCC2)cc1
Compound | 49 | 50 | 51 | 52 | 53 | 54 | 55 | 56
CXCR6 inh | 2 | -10 | 4 | 12 | -1 | 5 | 4 | -1
Gli-Sufu antag | 1 | -10 | 4 | 0 | 29 | -19 | -3 | 2
A3G deaminase | -3 | -5 | -7 | -8 | -10 | -4 | -6 | -4
CCR6 antagonist | 13 | 4 | 4 | 24 | 5 | 8 | 7 | -7
A3A deaminase | -3 | -3 | -5 | 0 | 1 | 5 | 0 | 0
MPTP inh | -2.2 | -0.9 | -0.7 | -1.5 | -0.8 | -2.8 | 2.8 | -0.9
GRIN3A LBD mod | 0 | -1 | 11* | 2 | -1 | 2 | 17* | 0
EBI2 antag | -2 | -6 | 22 | 22 | 4 | -6 | 21 | -4
